Screening data (PubChem BioAssay)
GALK inhibitor: blocks human galactokinase activity | P51570 | Purified GALK, Kinase-Glo residual ATP luminescence | Potency, µM (doses to about 57.5 µM), without a hit: at the highest dose activity change, negative = inhibition, most hits filed as inhibitors | 270,000 tested, 0.007% active | AID 1868; also: potency is read from the fitted curve at half-maximal effect
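Kinase-Glo Plus luminescence measured ATP left after a 1 h room-temperature reaction. The reaction used 5 nM GALK, 100 uM galactose and 35 uM ATP at pH 8.0 (20 mM HEPES, 5 mM MgCl2, 60 mM NaCl, 1 mM DTT, 0.01% BSA).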
KCNH2 3.1 block: blocks the human KCNH2 3.1 channel isoform; U2OS KCNH2 3.1, thallium flux FluxOr; stronger effect = lower value; activity change, % (tested at about 1.8 µM); 340,000 tested, 0.95% active; AID 720553;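 active = maximum activity change below -70%; inconclusive = maximum activity change from -70% to -50%; inactive = maximum activity change above -50%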;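 also: thallium influx rate constant from kinetic fluorescence after stimulation buffer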
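Normalized rate constant (relative to positive and negative DMSO controls) derived from a 2 min kinetic fluorescence read after stimulation; U2OS cells expressing the 3.1 isoform via virus at 1.77 x 10^8 /mL.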
B2AR arrestin: beta2AR (human) beta-arrestin recruitment activity. 330,000 tested, 0.02% active. Potency, µM (highest dose often 46.1 µM), without a hit: at the top dose activation, hits mostly activators. AID 492947. beta-arrestin recruitment to beta2AR, cell-based reporter;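 also: potency is read from the fitted curve at half-maximal effect; 0% = DMSO controls and full agonism = EC100 isoproterenol or metaproterenol; nearly all actives have a fitted effect of over 65% in size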
Target sequence (P07550 whole entry, looked up): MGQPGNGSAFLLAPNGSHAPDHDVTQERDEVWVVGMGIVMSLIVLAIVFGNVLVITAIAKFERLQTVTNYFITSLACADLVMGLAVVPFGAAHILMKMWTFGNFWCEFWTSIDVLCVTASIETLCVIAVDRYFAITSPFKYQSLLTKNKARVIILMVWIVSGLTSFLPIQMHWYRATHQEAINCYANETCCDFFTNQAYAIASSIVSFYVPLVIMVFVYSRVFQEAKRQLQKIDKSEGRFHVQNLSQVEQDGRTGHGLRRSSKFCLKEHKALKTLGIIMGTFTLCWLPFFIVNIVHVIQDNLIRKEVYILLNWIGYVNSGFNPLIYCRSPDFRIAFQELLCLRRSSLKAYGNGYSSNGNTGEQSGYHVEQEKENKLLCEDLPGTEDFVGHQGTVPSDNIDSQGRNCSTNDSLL
PKM2 act: activators of human pyruvate kinase M2. purified PKM2, Kinase-Glo ATP luminescence, activation; response scale: 0% is enzyme alone, no compound. Potency, µM (series often up to 57.5 µM), without a hit: at the highest dose activation, actives largely listed as activators. 260,000 tested, 0.34% active. AID 1631; also: potency is read from the fitted curve at half-maximal effect; nearly all actives have a fitted effect of over 55% in size
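Kinase-Glo luminescence reports ATP generated from ADP (0.1 mM) and PEP (0.5 mM) by purified hPK-M2 after 1 h at room temperature, pH 7.2 imidazole buffer; intermediate enzyme activity allows detecting inhibitors and activators.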
Coupling enz: inhibits coupling enzyme system, counter-screen for aldolase hits. coupling enzyme system counterscreen, AmpLite Red fluorescence. activity change, negative = inhibition, % at 58.2 µM, hits read low. 290,000 tested, 0.67% active. AID 2472; in the data active = activity change below about -30%
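Coupling enzymes only (glyceraldehyde-3-phosphate) + compound, at 57.5 uM final, 10 min RT; add substrate/coupling/AmpLite Red mix, 20 min RT; fluorescence ex 525/em 598 nm. Actives flag coupling-system interference.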
Giardia kill: Giardia lamblia killing; Giardia lamblia trophozoite viability; 340,000 tested, 0.15% active; activity change, % at 7.66 µM, hits read low; AID 540267; in the data active = activity change below about -80%; inconclusive = between about -30% and that limit;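 also: parasites exposed to compound for two days anaerobically before the ATP read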
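Compounds were tested on trophozoites seeded at 100 cells/well and held 48 hrs at 37 deg C anaerobically. An ATP-based luminescent kit measured the remaining live cells.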
hERG WT inh: KCNH2 (human, wildtype) channel inhibition; Q12809; U2OS, BacMam KCNH2, thallium flux FluxOr; stronger effect = lower value; activity change, % at 1.84 µM; 340,000 tested, 0.37% active; AID 720551;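 active = maximum activity change below -70%; inconclusive = maximum activity change between -70% and -50%; inactive = maximum activity change above -50%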
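U2OS cells were transduced with wild-type KCNH2 virus (2.03 x 10^8 / mL) for 4 h at room temperature, then cultured overnight at 37 C. Thallium flux was read with FluxOr dye. Rate constants were normalized to DMSO controls.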
uPA generation: cell surface uPA generation inhibition. 330,000 tested, 0.31% active. cell surface uPA generation assay, qHTS. AID 540303. Potency, µM (series often up to 38.3 µM), inactives show at the highest dose activity change, negative = inhibition, most hits filed as inhibitors; active = well fitted inhibition curve with a large enough effect; inconclusive = small, poorly fitted or top-dose-only effect; inactive = no such curve, though single readings can be large or run the other way; tested in mouse RAW 264.7 cells; also: potency is read from the fitted curve at half-maximal effect; nearly all actives have a fitted effect of over 55% in size
BCR signal inh: blocks chronic active B-cell receptor signaling; AID 493014; 340,000 tested, 0.05% active; ABC-DLBCL IkBa-CBG/CBR reporter, luminescence ratio, 4 h; Potency, µM (highest dose often 46.1 µM), inactives show at the top dose ratio change, negative = lower green/red ratio, usual class: inhibitors; active = well fitted inhibition curve with a large enough effect in the signal ratio, with a control signal flat, not every such curve was filed as active; inconclusive = small, poorly fitted or top-dose-only effect, or effect the other way, or a change in a side signal; the % refers to the signal ratio;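 also: potency is read from the fitted curve at half-maximal effect; plate controls were basal doxycycline-induced cells for no effect and cells given 10 µM MG132 for full effect; MG132 reads +100%, hits lower the ratio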
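Cell line TMD8 (human ABC DLBCL), stably expressing tet-inducible CBG68-IkBa fusion and CBR; IMDM/0.5% FBS; cpd up to 46 uM; dox induction, 4 h, 37C/5% CO2; dual luminescence; green/red ratio; MG132 control.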
USP2a block: inhibitors of human ubiquitin-specific protease USP2a; USP2 core, Ub-CHOP2 coupled fluorogenic reporter, 485/531; 330,000 tested, 0.01% active; O75604; Potency, µM (top dose mostly 38.3 µM), without a hit: at the top dose activity change, negative = inhibition, most hits filed as inhibitors;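 also: potency is read from the fitted curve at half-maximal effect; plate controls were DMSO wells for no effect and full inhibition by NEM control for full effect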
Target sequence (O75604 whole entry, looked up): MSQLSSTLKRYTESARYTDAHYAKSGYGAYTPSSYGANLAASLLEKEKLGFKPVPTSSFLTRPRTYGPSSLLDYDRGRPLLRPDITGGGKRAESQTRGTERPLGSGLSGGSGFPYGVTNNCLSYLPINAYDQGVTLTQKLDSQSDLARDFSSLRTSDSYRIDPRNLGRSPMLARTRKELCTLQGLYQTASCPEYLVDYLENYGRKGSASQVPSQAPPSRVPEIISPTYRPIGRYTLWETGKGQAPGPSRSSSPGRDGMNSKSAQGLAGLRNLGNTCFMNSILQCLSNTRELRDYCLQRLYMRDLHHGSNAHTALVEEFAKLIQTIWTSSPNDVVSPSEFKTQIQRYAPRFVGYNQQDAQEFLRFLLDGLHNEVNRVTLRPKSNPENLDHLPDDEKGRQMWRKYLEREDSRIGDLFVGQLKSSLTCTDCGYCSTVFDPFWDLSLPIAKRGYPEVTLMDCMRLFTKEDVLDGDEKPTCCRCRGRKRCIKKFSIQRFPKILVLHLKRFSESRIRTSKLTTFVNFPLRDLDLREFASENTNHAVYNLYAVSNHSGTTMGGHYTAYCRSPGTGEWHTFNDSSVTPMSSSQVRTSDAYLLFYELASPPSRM
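USP2 core (10nM final) preincubated 30min RT with compound in 20mM Tris-HCl pH 8.0, 2mM CaCl2, 2mM beta-mercaptoethanol, 0.05% CHAPS; 25nM Ub-CHOP2 plus 25nM reporter substrate added, fluorescence (Ex485/Em531) read after 60min.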
Eya2 inh: blocks the phosphatase activity of human Eya2. O00167. 330,000 tested, 0.006% active. recombinant Eya2, OMFP fluorescence dephosphorylation (OMFP is methylfluorescein phosphate). AID 488837. Potency, µM (titrated, usually from 76.9 µM), for the others: top-dose activity, negative = inhibition, hits mostly inhibitors; also: potency is read from the fitted curve at half-maximal effect
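Eya2 (0.2 uM) preincubated 10 min at ambient with compound, then OMFP substrate added at 50 uM; 10 min reaction in 50 mM HEPES pH 7.5, 50 mM NaCl, 5 uM MgCl2, 0.05% BSA, 1 mM DTT. Fluorescence read at Ex 485/Em 525 nm.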
An asterisk follows results filed as active; ? = inconclusive; nt = not tested or not shown; [ ] = another dose, or the depositor's remark. Unless noted, calls follow the shape of the dose curve; as a rule, active = well fitted curve in the direction sought with a large enough effect; inconclusive = small, poorly fitted or top-dose-only effect, or another doubt; inactive = no such curve, though single readings can be large; an effect the other way counts as inactive or inconclusive. Unless noted, % is scaled to controls: 0 for no effect and ±100 for the full control effect.

smiles	GALK inhibitor	KCNH2 3.1 block	B2AR arrestin	PKM2 act	Coupling enz	Giardia kill	hERG WT inh	uPA generation	BCR signal inh	USP2a block	Eya2 inh
C/C(=N\NC(=O)C(=O)N/N=C(\C)c1cccc(O)c1)c1cccc(O)c1	2%	10	0.1%	0%	2	31[activator]	4	0%	-8%	1%	5%
Cc1cccc(NC(=O)CNC(=O)CNC(=O)Cc2ccccc2)c1	3%	-3	0.7%	-1%	2	-9	-15	0%	-1%	3%	3%
COc1cc(CCC(=O)NC2(C)CCS(=O)(=O)C2)cc(OC)c1OC (stereo unspecified)	nt	4	-0.4%	nt	nt	-10	-5	8%	3%	1%	-5%
CCc1nnc(SCC(=O)Nc2ccc(N3CCN(S(C)(=O)=O)CC3)cc2)o1	-1%	-6	-0.2%	nt	-2	16	-9	-11%	-2%	1%	2%
CN1C(C(=O)NCCc2cccs2)CC2Cn3c(nc4ccccc43)C21 (stereo unspecified)	0%	15	0.1%	0%	1	21	-5	5%	1%	2%	3%
CCNC(=O)OCc1cn(-c2ccc(Cl)cc2)nn1	-1%	8	-0.1%	29%	1	-18	-1	-2%	10%	2%	-1%
O=C(CN(c1ccc(F)cc1)S(=O)(=O)c1ccc2c(c1)OCCO2)NCc1ccccc1	-1%	-33	-0.1%	13%	0	-19	-1	-8%	-12%	4%	-16%
COC(=O)c1ccc(COC(=O)CNC(=O)c2ccco2)cc1	0%	2	-0.8%	-1%	5	3	-14	-1%	?	-1%	-10%
Cc1ccc(NC(=O)Nc2ccon2)cc1Cl	0%	6	0.1%	-3%	-4	-10	-10	-1%	4%	0%	-3%
COc1ccccc1Nc1nc(N)nc(CN2CC(C)CC(C)C2)n1 (stereo unspecified)	-1%	12	-0.1%	-2%	1	12	-12	-2%	3%	3%	12%
CN(CCc1ccccn1)C1CCCN(S(=O)(=O)c2ccccc2)C1 (stereo unspecified)	-4%	nt	-0.6%	8%	nt	15	33	3%	-2%	0%	6%
COCC(C)NCc1cccc(OC)c1OC (stereo unspecified)	nt	6	0.1%	3%	1	6	-6	0%	-8%	1%	14%
CCOC(=O)c1c(C)n2c3c(cc(C)cc13)CCC2	1%	-3	-0.8%	7%	-6	-6	-6	5%	-4%	2%	-7%
CC(=O)NN1C(=O)c2ccccc2NC1c1ccccc1 (stereo unspecified)	1%	-8	-0.3%	nt	2	23	-6	0%	-1%	5%	?
O=C(c1ccc(Oc2ccc(C(F)(F)F)cn2)cc1)N1CCN(c2ccccc2)CC1	-5%	-5	-0.2%	-4%	0	-9	0	nt	?	4%	-4%
Cn1c(=O)oc2cc(S(=O)(=O)NCCC(=O)N3CCc4ccccc4C3)ccc21	-5%	41	6.2%	-1%	-8	7	6	nt	-9%	1%	11%
Cc1ccc(C(=O)Nc2ccc(C)c(S(=O)(=O)N(C)C)c2)s1	-1%	8	-2.0%	-2%	1	-27	-2	-7%	6%	-5%	0%
O=C(NCc1ccccc1)C1CCCC1	5%	nt	5.4%	-6%	-5	nt	nt	nt	?	0%	-3%
COc1ccc(CNC(=O)COC(=O)[C@H](Cc2c[nH]c3ccccc23)NC(=O)c2cccs2)cc1	0%	-1	-0.4%	8%	0	-3	1	1%	-13%	0%	4%
CCc1nnc(NC(=O)c2ccc(COc3ccccc3C)o2)s1	-2%	3	-0.4%	nt	0	5	-1	-1%	4%	0%	-8%
O=C(Nc1ccccc1C(=O)O)c1ccc(Br)o1	-3%	3	-0.2%	-13%	0	-4	-7	0%	?	3%	23%
CC(C)CC(=O)N1CCN(Cc2ccccc2Br)CC1	-6%	-16	0.2%	2%[11.5 µM]	5	-26	-2	1%	5%	-1%	7%
CCNC(=S)N/N=C/c1ccc(-c2ccccc2)o1	-3%	-9	-0.6%	-7%	-2	10	-12	3%	?	0%	-4%
O=C(NCCC1=CCCCC1)c1ccc([N+](=O)[O-])cc1	1%	-3	0.0%	-18%	0	14	0	-2%	?	0%	-4%
CCCCc1nc2cc(C(=O)NC3CCOC(C)(C)C3)ccc2o1 (stereo unspecified)	-4%	6	-1.5%	nt	nt	-4	-6	-9%	?	2%	8%
O=C(N1CCN(c2cccc(Cl)c2)CC1)C1(S(=O)(=O)c2ccc(Cl)cc2)CC1	-4%	-18	0.0%	-5%	0	-1	-4	-3%	5%	-1%	-23%
CCCn1nc(C(=O)NNC(=O)CSCC(=O)Nc2cc(C)on2)c2ccccc2c1=O	nt	13	0.2%	nt	nt	28	2	-1%	-1%	3%	-28%
CCOc1ccc(NC(=O)CSc2nc3nc4c(cc3c(=O)n2CC)COC(C)(C)C4)cc1	nt	-6	-0.5%	-6%	-2	17	-11	-5%	?	-1%	-5%
Cc1nc(-c2ccc(S(=O)(=O)Nc3cc(S(=O)(=O)N(C)C)ccc3C)s2)cs1	10%	-9	-0.6%	1%	9	6	-4	-1%	-3%	-3%	1%
COc1cc(C2SCC(=O)N2CCN2CCCCC2)ccc1O (stereo unspecified)	-3%	-2	0.0%	3%	0	13	27	1%	2%	3%	10%
COc1ccc(-c2ccc(-c3noc(-c4ccccc4OC)n3)c(OC)n2)cc1	-1%	-5	0.0%	2%	-2	5	-1	10%	-5%	1%	10%
Cc1ccc(NC(=O)Nc2ccc(F)cc2)cc1Cl	2%	4	-0.3%	-4%	-2	2	-11	-4%	-4%	0%	-3%
COc1ccc(N(C(=O)c2snc(C(N)=O)c2N)C(C(=O)NC2CCCC2)c2ccco2)cc1 (stereo unspecified)	-2%	2	0.5%	nt	-1	22	-4	-1%	-2%	-1%	-24%
Cc1cccc(N/N=C2/COC(C)(C)CC2=O)c1	2%	25	-0.5%	5%	-1	0	-27	2%	5%	1%	-6%
CCCOc1ccc(/C=C/C(=O)Nc2ccc([N+](=O)[O-])cc2C)cc1OC	0%	12	-0.9%	2%	2	-6	-3	3%	0%	1%	-7%
CCOC(=O)/C(C(N)=NCCO)=C(/O)c1ccccc1	3%	-13	-0.2%	7%	-3	-5	-8	nt	6%	1%	0%
O=C(Nc1nccs1)C1Cc2ccccc2CN1S(=O)(=O)c1ccc(F)cc1 (stereo unspecified)	2%	-3	0.5%	-5%	0	-13	-2	-4%	-15%	-1%	-10%
COc1ccc(OC)c(NC(=O)CSc2nnc(Cn3c(=O)sc4ccccc43)n2C)c1	-1%	11	-0.4%	2%	1	-5	-10	-14%	10%	3%	-11%
O=C(NC1CCCC1)c1ccc(CS(=O)Cc2ccccc2Cl)o1 (stereo unspecified)	-5%	6	0.2%	nt	nt	-5	0	5%	2%	2%	3%
COc1ccc2ccc(O)c(CN3CCN(S(=O)(=O)c4cccc(C(F)(F)F)c4)CC3)c2c1	nt	-1	-0.8%	nt	nt	20	0	?	?	-11%	-1%
CC1CN(C(=O)CCNC(=O)c2ccc(Cl)cc2)CC(C)O1 (stereo unspecified)	0%	-9	-0.3%	2%	nt	32[activator]	-2	6%	-1%	-1%	4%
Cc1ccc(OCc2nnc(SCCN3CCOCC3)n2C)cc1	-1%	6	0.5%	-2%	0	0	1	-2%	6%	0%	-6%
Cc1sc2ncn(CCC(=O)O)c(=O)c2c1C	1%	-6	-0.6%	-6%	4	-13	-1	2%	3%	1%	10%
Nc1ccc2c(c1)C(=O)C(=O)c1ccccc1-2	6.3µM*	-8	-1.2%	-3%	0	12	-5	-10%	?	6%	-5%
O=C(CNCc1ccc(F)cc1)Nc1ccccc1-c1ccccc1	1%	-19	0.0%	-5%	3	-12	-2	-21%	-7%	3%	-1%
O=C(C[n+]1ccccc1)N/N=C/c1cccc(Cl)c1Cl	-3%	6	-1.1%	nt	1	-4	0	-1%	-2%	3%	-13%
